# Source: PubChem (several laboratories)
# m5-HT2A agonist: activates the mouse 5-HT2A serotonin receptor; P35363; CHO-K1 mHTR2A beta-arrestin complementation, luminescence; percent of 30 µM serotonin response; activation, % at 7.6 µM; 360,000 compounds, 0.66% hits; AID 624169;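 active = activation above a run cutoff, the mean activation of all tested compounds plus 3 SD, cut at about 14% in these data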;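 also: 0% = plate median of compound wells and 100% = 30 µM serotonin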
# Target sequence (P35363 whole entry, looked up): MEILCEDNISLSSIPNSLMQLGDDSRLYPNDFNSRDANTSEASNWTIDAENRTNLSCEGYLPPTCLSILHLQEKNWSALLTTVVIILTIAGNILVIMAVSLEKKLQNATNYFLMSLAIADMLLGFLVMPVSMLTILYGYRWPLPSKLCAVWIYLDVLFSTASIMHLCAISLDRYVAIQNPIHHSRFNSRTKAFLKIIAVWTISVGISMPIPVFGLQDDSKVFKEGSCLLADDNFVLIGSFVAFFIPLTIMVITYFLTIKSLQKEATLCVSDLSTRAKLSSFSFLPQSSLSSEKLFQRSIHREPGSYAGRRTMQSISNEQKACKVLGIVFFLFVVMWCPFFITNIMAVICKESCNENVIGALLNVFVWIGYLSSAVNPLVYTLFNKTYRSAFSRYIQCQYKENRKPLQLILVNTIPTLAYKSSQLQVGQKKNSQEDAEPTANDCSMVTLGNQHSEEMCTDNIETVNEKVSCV
# hiPSC survival: hiPSC single-cell survival enhancement. survival enhancement, % at 20 µM. 360,000 compounds, 0.044% hits. ATPlite luminescence; 100% = ROCK inhibitor wells, 0% = DMSO; in the data active = survival enhancement above about 18%;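 also: cells exposed to compounds for 16 hours before the ATP read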
# ABHD5-PLIN5 inh: inhibitors of human ABHD5-perilipin-5 interaction; 360,000 compounds, 0.78% hits; Q00G26+Q8WTS1; inhibition, % at 4 µM; AID 602281; Split G. princeps luciferase complementation, luminescence, 4 h;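 active = inhibition above the mean inhibition across every tested compound plus 3 SD, cut at about 22% in these data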;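 also: 0% = DMSO only wells and the 100% control is not disclosed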
# ABCB6 inh 2: inhibitors of human ABC transporter ABCB6; fluorescence ratio to DMSO, % at 10 µM; K562-ABCB6 porphyrin accumulation, flow cytometry, 1 h; stronger effect = lower value; 360,000 compounds, 0.19% hits; Q9NP58;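 active = fluorescence ratio to DMSO below 75%, the collection mean minus 3 SD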;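 also: signal is porphyrin accumulated inside mitochondria; 100% equals median channel fluorescence of DMSO control wells; lower ratio means ABCB6 inhibition with less porphyrin fluorescence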
# Glyco luc inh: blocks N-linked glycosylation in D54 reporter cells; reporter increase, % at 12.5 µM; AID 588692; 360,000 compounds, 0.23% hits; D54 ERlucT glycosylation luciferase reporter, 24 h; percent of 100 nM tunicamycin response;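 active = mean luciferase reporter signal, scaled so untreated is 0 and the glycosylation-blocking control 100, at or above a set limit in every replicate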;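 also: luciferase carries N-glycosylation sites so blocking glycosylation raises the light; 0% = median of neutral control wells and 100% = median of 100 nM tunicamycin wells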
# Exocytosis inh: blocks lytic granule exocytosis | TALL-104 LAMP-1 surface exposure, flow cytometry; cells stimulated with thapsigargin and PMA | inhibition, % at 10 µM | 360,000 compounds, 0.66% hits;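 active = inhibition above about 55%, limit read from the data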
# MC4R antag cAMP: blocks human MC4R cAMP signaling; P32245; MC4R-expressing cells, MTII-stimulated cAMP, LANCE TR-FRET; inhibition, % at 6.5 µM; 360,000 compounds, 0.48% hits; AID 540295;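 active = inhibition above its plate's cutoff, the mean of tested wells on that plate plus 3 SD, cut at about 29% in these data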;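 also: 0% = Melanotan II alone and 100% = Melanotan II plus saturating MCL0020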
# Target sequence (P32245 whole entry, looked up): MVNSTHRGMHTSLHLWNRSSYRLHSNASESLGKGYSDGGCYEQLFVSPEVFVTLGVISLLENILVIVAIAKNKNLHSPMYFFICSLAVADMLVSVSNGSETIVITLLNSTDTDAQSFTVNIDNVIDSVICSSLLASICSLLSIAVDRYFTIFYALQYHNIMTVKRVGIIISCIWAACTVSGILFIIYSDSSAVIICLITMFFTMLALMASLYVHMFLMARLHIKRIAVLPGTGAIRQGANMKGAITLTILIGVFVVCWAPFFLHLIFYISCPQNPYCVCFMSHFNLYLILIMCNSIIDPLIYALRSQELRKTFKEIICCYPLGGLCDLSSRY
#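 Assay system: human MC4R-expressing U2OS cells; reagent: Melanotan II stimulation of cells; dosing: 6.5 µM single dose; timing: compound 30 min, challenge 1 h, detection 1 h; signal: TR-FRET cAMP assay; replicates: one well per compound, no replicates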
# MC4R ag barr: activates human MC4R beta-arrestin recruitment; activation, % at 8.9 µM; P32245; 360,000 compounds, 0.98% hits; U2OS MC4R beta-arrestin complementation, luminescence; percent of melanotan II response, DMSO zero;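 active = activation above a per-plate cutoff, the mean activation of sample wells on that plate plus 3 SD, cut at about 8% in these data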
# H9c2 protect: protects H9c2 cardiomyocytes from peroxide injury; AID 588492; protection from H2O2 cell death, % at 20 µM; 360,000 compounds, 0.63% hits; H2O2 injury protection, ATPLite, 2 h;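 active = compounds giving at least 50% protection of heart cells from peroxide-induced death in the single-dose screen, raw or plate-pattern-corrected value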;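 also: 0% = DMSO wells with peroxide and 100% = DMSO wells without peroxide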
# aDG glyco act: alpha-DG glycosylation activation. Pro5-aDG cells, alpha-DG glycosylation AlphaScreen (IIH6); 0% Pro5, 100% B10-LARGE cell signal. activation, % at 10 µM. 360,000 compounds, 0.22% hits;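 active = activation of at least 8% versus controls, or a plate z-score of at least 8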;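 also: Pro5 are CHO cells carrying HIG-tagged alpha-DG that lacks glycosylation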
# An asterisk follows results filed as active; / = not tested or not shown.
SMILES,m5-HT2A agonist,hiPSC survival,ABHD5-PLIN5 inh,ABCB6 inh 2,Glyco luc inh,Exocytosis inh,MC4R antag cAMP,MC4R ag barr,H9c2 protect,aDG glyco act
Cc1cc[n+](CC(=O)Nc2cccc(C)c2)cc1,-2,-0.4,5,96,2,3,-3,0.2,3,0.1
Cc1ccc(N2CC(C(=O)NCc3cccnc3)CC2=O)cc1 (stereo not drawn),1,-1.1,-1,95,2,-1,6,0.7,-14,-0.1
COc1ccc(C(=O)C(/C=N/O)=N/Nc2ccc(F)cc2)cc1,0,1.1,-2,102,1,-2,0,-1.6,-11,0.7
COc1ccc(OC)c(C(C)NC=O)c1 (stereo not drawn),-3,-0.6,3,99,0,0,1,0.0,3,-0.1
C=CCn1c(SCc2c(Cl)cccc2Cl)nnc1-c1cccnc1,-3,-1.4,-5,90,-5,-1,6,3.0,0,0.3
Cc1sc(NC(=O)CN(Cc2ccccc2)C(=O)C(C)C)c(C(N)=O)c1C,-3,-1.6,-3,99,-1,-1,7,-1.3,-8,-0.2
CC1=C(C(=O)OC(C)C)C(c2ccc(Cl)cc2)n2c(s/c(=C\c3ccc(OCC(=O)O)cc3)c2=O)=N1 (stereo not drawn),0,0.2,-14,104,-2,-1,4,-0.1,2,-0.3
CCC(C(=O)OC(C)C)c1ccc2ccccc2c1 (stereo not drawn),-6,-1.5,-5,101,1,1,1,-0.1,8,-0.4
CCOC(=O)C1(CCOc2ccccc2)CCN(Cc2cc(OC)c(O)c(OC)c2)CC1,-2,-0.6,0,91,-1,77*,18,1.9,1,-0.2
C#Cc1ccc([C@@H]2C=C(C(=O)N3CCN(Cc4ccc5c(c4)OCO5)CC3)O[C@H](OCC)[C@H]2CCCO)cc1,-3,5.1,4,93,0,-5,7,-1.5,13,-0.1
CCn1c(Cc2ccccc2)nnc1SCC(=O)Nc1nccs1,8,1.1,-4,99,1,-6,7,-2.4,-3,-0.1
COc1cc(OC)c(CN2CCC(Cc3ccccc3)CC2)cc1Br,-4,-0.6,11,100,0,0,-5,1.9,1,0.1
O=C(CO/N=C/c1ccc(OC(F)F)cc1)NCc1ccco1,2,-0.4,1,98,0,-8,-2,1.2,3,0.0
Cc1cnc(NC(=O)CC2OC(=O)c3ccccc32)s1 (stereo not drawn),4,-0.5,0,97,-1,14,0,-3.4,1,0.0
Cc1ccc(C)c(NC(=O)c2ccccc2O)c1,4,-0.1,-1,94,0,-2,1,1.0,-23,0.0
O=C(C1CCN(S(=O)(=O)N2CCOCC2)CC1)N1CCN(c2ccccc2)CC1,3,-0.6,-3,107,-2,4,10,-1.1,4,0.1
CN(C)C(/C=C/Nc1ccc(O)cc1)=C(C#N)C#N,6,-1.1,-2,101,2,-3,-3,-2.4,0,-0.3
Cc1ccc(NCc2nnc(SCC(=O)c3ccccc3)o2)c(C)c1,-4,1.1,-11,92,-2,2,4,4.0,1,0.1
CCCCNC(=O)c1ccc2c(c1)ncn2C1CCCCC1,-3,-0.4,2,101,1,-2,8,0.0,2,1.1
O=C(c1ccc([N+](=O)[O-])cc1[N+](=O)[O-])N1CCCC1,-2,-0.6,-2,99,-1,-2,13,0.1,-6,0.2
CCCc1cc(=O)[nH]c(SCC(=O)Nc2cc3c(cc2C(C)=O)OCO3)n1,2,2.3,2,107,3,-2,12,0.8,9,0.2
CN1CCc2c(OCC(=O)N3N=C(c4cccs4)CC3c3ccc(F)cc3)cccc2C1=O (stereo not drawn),-4,0.6,2,106,4,-2,7,-1.9,-5,1.2
Clc1ccc(Cc2nc(-c3ccncc3)no2)cc1,0,4.8,-4,97,-3,9,24,1.1,-5,1.4
O=C1C(=O)N(C/C=C/c2ccccc2)c2ccccc21,-3,-0.6,8,108,9,62*,-26,-1.3,-7,0.0
CCCCCCn1cc(C(=O)O)c(=O)c2cc(F)c(N3CCN(C(=O)OCC)CC3)cc21,8,1.2,4,96,4,-2,4,-0.3,0,0.0
CC(=O)C1=C(O)C(=O)N(c2ccc(S(N)(=O)=O)cc2)C1c1ccccc1F (stereo not drawn),4,0.6,-17,107,-1,-4,11,0.8,2,0.3
COc1ccc(C(O)c2nc(-c3ccncc3)cs2)cc1 (stereo not drawn),11,0.2,0,95,4,-1,2,-2.2,-30,3.4
CCOC(=O)CSC1=C(C#N)C(c2ccccc2F)C(C(C)=O)=C(C)N1 (stereo not drawn),1,-2.8,-6,101,3,-10,4,-0.3,2,0.5
O=C1c2cccc3c([N+](=O)[O-])c(O)cc(c23)C(=O)N1Nc1ccccc1,3,-0.3,5,103,-3,2,8,-2.8,-3,-0.2
COc1ccc2[nH]c3nc(SCc4nnc(-c5ccccc5)o4)nnc3c2c1,1,1.1,-5,102,-3,-2,2,3.3,-5,-0.1
Cc1ccc2nc(C3CCN(S(=O)(=O)c4ccc5ccccc5c4)CC3)[nH]c2c1,-3,-1.0,-1,89,-2,8,8,-1.9,13,0.8
CC(C)Oc1ccc(C(=O)NC(=S)Nc2ccc(Cl)c(C(=O)O)c2)cc1,6,-0.2,-1,92,3,-3,14,-1.7,4,-0.2
Nc1ncnc(Nc2ccc(F)c(Cl)c2)n1,2,-0.3,9,99,4,2,8,0.0,5,0.1
Cc1ccc(NC(=O)c2ccc(OCC3CCCO3)cc2)cc1Cl (stereo not drawn),-3,-1.2,-1,95,1,9,0,5.2,-3,0.5
O=C(COc1ccc(Cl)cc1Br)NC1CC1,3,0.8,-1,98,-1,1,2,-3.0,-9,0.1
CN(C)c1ccc(-c2csc(C(C)(O)c3cccc(F)c3)n2)cc1 (stereo not drawn),9,-1.2,-10,100,-2,-8,10,-0.6,-14,0.5
O=C(Nc1ccccc1N1CCCCC1)c1ccco1,-2,-1.0,-6,100,0,15,1,-2.0,7,0.2
COCC(C)NC(=O)c1cc(OC)cc(OC)c1 (stereo not drawn),0,0.1,0,96,0,8,36*,0.0,0,0.1
C=CCC[C@H](Cc1ccc(F)cc1)C(=O)OC[C@@H](Cc1c[nH]c2ccccc12)NC(=O)[C@@H](CC=C)CC(=O)N[C@@H](CO)Cc1ccccc1,2,-2.0,-15,91,-1,-3,18,7.9,4,3.4
Cc1ccccc1-n1c(=O)cc(N2CCc3ccccc32)[nH]c1=O,-1,-1.4,-8,101,4,2,4,0.7,-2,-0.1
COc1ccc(NC(=O)c2ccccc2NC(=O)C2CCCO2)cc1 (stereo not drawn),-3,-1.9,6,93,1,-6,0,-2.4,6,-0.1
CCC(C)NC(=O)CN(c1cc(Cl)ccc1OC)S(C)(=O)=O (stereo not drawn),-3,-1.0,-2,99,-2,1,5,-2.5,5,0.0
CC(c1ccccc1)N1CC(C(=O)N2CCCC(C(N)=O)C2)CC1=O (stereo not drawn),-3,0.8,-5,97,-1,3,4,-3.2,-3,-0.1
Cn1c(CNc2nc(-c3ccccc3)cs2)nnc1SCC(=O)OC1CCCCC1,-7,3.1,-1,100,0,-3,7,-1.4,-16,0.0
CN(C)C(=O)c1c([N+](=O)[O-])ncn1C,2,-3.4,3,106,0,-4,3,2.1,2,-0.2
O=c1ccc(-c2ccccc2)nn1Cc1ccccc1F,-3,-0.5,-2,95,-3,0,-5,0.8,-11,0.1
COc1ccc(N2CCN(CC(=O)c3ccc(O)c(C)c3O)CC2)cc1,13,0.7,7,102,-4,0,3,-3.8,-4,0.0
Cc1ccc(OCC(=O)N(Cc2ccc(C)o2)C2CCS(=O)(=O)C2)cc1 (stereo not drawn),2,-0.3,0,98,1,0,2,-0.4,-2,0.3
COc1nc(NCCc2ccc(OC)c(OC)c2)nc(NC(C)(C)CO)n1,1,-0.8,2,97,-1,-3,10,-1.6,6,0.0
O=[N+]([O-])c1ccccc1S(=O)(=O)NC1CC2CCC1C2 (stereo not drawn),-4,-0.4,-5,99,-3,8,4,-1.8,-11,0.0
COc1ccc(-c2ocnc2C(=O)Nc2ccc(N3CCOCC3)cc2N2CCOCC2)cc1OC,-2,0.0,-1,97,-5,-4,3,1.3,26,-0.1
CC1CCC(CN2CCN=C2Nc2ccccc2)CC1 (stereo not drawn),-7,-1.5,10,97,-2,-3,5,-1.6,17,0.2
Cc1ccc(S(=O)(=O)Nc2c(C)n(C)n(-c3ccccc3)c2=O)cc1C(=O)NCc1ccccc1,0,-0.4,-2,86,2,-3,3,0.7,6,0.4
Cc1ccc(S(=O)(=O)c2nnn3c2nc(N2CCOCC2)c2ccccc23)cc1,-3,0.6,-11,100,1,8,-1,-2.2,5,0.0
COc1ccc(-c2cc(C(=O)N/N=C(\C)c3ccco3)c3ccccc3n2)c(OC)c1,-1,-0.2,11,104,0,-1,-5,0.1,49,3.7
Cc1ccc(N(C(=O)C(F)(F)F)C(C(=O)NC2CCCCC2)c2cccs2)cc1 (stereo not drawn),-2,2.1,-8,89,-6,0,11,15*,-8,0.1
CCc1nnc(NC(=O)c2ccc(Br)c(S(=O)(=O)N3CCOCC3)c2)s1,-3,0.5,-2,93,1,11,9,-1.3,8,0.1
NS(=O)(=O)c1ccc(CCNC(=O)C(=O)NCC2OCCN2S(=O)(=O)c2ccc(F)cc2)cc1 (stereo not drawn),-7,-0.6,-3,94,2,-2,14,-2.8,-3,-0.2
COc1cccc(C(C(=O)NCc2ccccc2)N2CCN(C(=O)C3CCCO3)CC2)c1OC (stereo not drawn),-2,/,-1,/,/,-5,/,/,/,-0.3
CC1CCCCN1C(=O)CSc1nnc(-c2ccc(Cl)s2)o1 (stereo not drawn),2,-5.2,0,94,-1,-1,6,-1.0,-21,0.2
# Remaining list, next part:
SMILES,m5-HT2A agonist,hiPSC survival,ABHD5-PLIN5 inh,ABCB6 inh 2,Glyco luc inh,Exocytosis inh,MC4R antag cAMP,MC4R ag barr,H9c2 protect,aDG glyco act
CC(C)CC(=O)NC1(C(F)(F)F)C(=O)N(Cc2ccccc2)C2=C1C(=O)CC(C)(C)C2 (stereo not drawn),0,5.3,2,96,3,-2,7,-2.9,-3,-0.1
CCn1nnnc1SCC(=O)c1cc(OC)ccc1OC,0,3.2,-2,95,1,0,15,0.3,3,0.2
C[C@@H]1CN([C@@H](C)CO)C(=O)c2cccc(NC(=O)C3CCCCC3)c2O[C@@H]1CN(C)C(=O)NC1CCCCC1,-5,-2.8,-6,94,1,-6,6,-0.6,3,-0.2
CN(C)S(=O)(=O)c1ccc(Cl)c(C(=O)Nc2cccc([N+](=O)[O-])c2)c1,-5,-2.4,-7,96,-2,1,2,-3.4,-10,0.1
CCn1c(=O)c(C(=O)NCc2ccc(Cl)cc2)c(O)c2ccccc21,-4,-0.5,-4,94,0,3,6,-1.6,43,0.0

# Record cards, as listed above:
# C=CCn1c(SCc2c(Cl)cccc2Cl)nnc1-c1cccnc1 in the list: m5-HT2A agonist: -3; hiPSC survival: -1.4; ABHD5-PLIN5 inh: -5; ABCB6 inh 2: 90; Glyco luc inh: -5; Exocytosis inh: -1; MC4R antag cAMP: 6; MC4R ag barr: 3.0; H9c2 protect: 0; aDG glyco act: 0.3
# COc1ccc(N2CCN(CC(=O)c3ccc(O)c(C)c3O)CC2)cc1 in the list: m5-HT2A agonist: 13; hiPSC survival: 0.7; ABHD5-PLIN5 inh: 7; ABCB6 inh 2: 102; Glyco luc inh: -4; Exocytosis inh: 0; MC4R antag cAMP: 3; MC4R ag barr: -3.8; H9c2 protect: -4; aDG glyco act: 0.0
